# High-throughput results (PubChem)
# NCOA1 inh – inhibitors of human steroid receptor coactivator 1 (SRC1) | HEK293 GAL4-SRC1 luciferase reporter, luminescence | inhibition, % at 3.6 µM | 0.12% of 360,000 active | AID 588354;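 active = inhibition above the campaign mean plus 3 SD, with each screening campaign given its own cutoff, cut at about 60% in these data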;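 note: 0% = DMSO treated cells and 100% = gossypol at 36 µM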
# C8 TRAIL sens – caspase-8 TRAIL sensitization; NB7+C8 cells + TRAIL, ATPlite viability luminescence; inhibition (viability loss, TRAIL sensitization), % at 10 µM; 1% of 360,000 active; AID 624354;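 active = compounds causing at least 50% loss of cell viability in the single-dose screen, relative to plate controls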
# NR2F2 inh – inhibitors of human COUP-TFII (NR2F2); 0.7% of 370,000 active; HEK293T NGFI-A luciferase reporter, luminescence; inhibition, % at 8.6 µM; P24468;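 active = inhibition above a per-plate cutoff, mean inhibition of test wells between control levels plus 3 SD, cut at about 38% in these data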;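 note: cells cotransfected with COUP-TFII expression vector driving the NGFI-A reporter; 0% = median of COUP-TF2 test wells and 100% = reporter-only cells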
# TWEAK-Fn14 inh – TWEAK-Fn14 signaling inhibition | TWEAK-stimulated Fn14 reporter cells, luciferase luminescence, 8 h | inhibition, % at 10 µM | 2% of 360,000 active; in the data active = inhibition above about 50%
# LRH-1 inv ag – inverse agonists of human LRH-1 (NR5A2) | O00482 | HEK293T StAR-luciferase reporter, LRH-1 transfected, 24 h | inhibition, % at 3.6 µM | 0.13% of 360,000 active | AID 602396;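 active = inhibition above the mean inhibition of all tested compounds plus 3 SD, cut at about 73% in these data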;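 note: 0% = DMSO wells and 100% = reporter-only cells lacking LRH-1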
# LMP1 NFkB inh – Epstein-Barr LMP1 NF-kappaB reporter inhibition. LMP1-induced NF-kappaB luciferase reporter cells, luminescence. 0.69% of 350,000 active. inhibition, % at 12.5 µM; in the data active = inhibition above about 41%;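 note: 0% = neutral control wells and 100% = reference inhibitor control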
# TROY NFkB inh – TROY signaling inhibition. Q293 LMP1-TROYcd NF-kB luciferase reporter, 4 h. inhibition, % at 10 µM. 0.98% of 360,000 active. AID 1347056;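 active = compounds whose plate-normalised and pattern-corrected inhibition of the luciferase reporter signal at the single screening dose is 50% or more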
# KKLEB cytotox – counter-screen for CF NF-kB inhibitors: cytotoxicity; KKLEB CF airway cells viability, ATPlite luminescence, overnight; hits give low values; cells stimulated with P. aeruginosa culture filtrate; 0.36% of 360,000 active; activity change (cytotoxicity), % at 5 µM;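 active = corrected activity change at or below -50% at 5 µM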
# SRC3 inh – inhibitors of human steroid receptor coactivator 3 (SRC3); 0.17% of 360,000 active; inhibition, % at 3.6 µM; HEK293 GAL4-SRC3 luciferase reporter, luminescence; Q9Y6Q9;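 active = inhibition above a per-campaign cutoff, the mean of all compounds plus 3 SD, cut at about 60% in these data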;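 note: 0% = DMSO-treated cells and 100% = gossypol-treated cells at 36 µM; higher means less SRC3-driven luciferase light from the GAL4 reporter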
# Shn3 inh set2 – inhibitors of Schnurri-3 3'UTR reporter in osteoblasts. Clone20 osteoblast Shn3 3'UTR firefly luciferase, 24 h. inhibition, % at 12.5 µM. 0.52% of 360,000 active. AID 588674;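 active = mean inhibition of at least 75% with every replicate also reaching 75%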;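 note: 0% = median of neutral control wells and 100% = pilot-screen positive control compound; some compounds past the cut are filed as inactive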
# CF NFkB block – blocks PAF-induced NF-kB reporter in cystic fibrosis cells; KKLEB NF-kB-GFP reporter, GFP fluorescence overnight; inhibition, % at 5 µM; 0.86% of 360,000 active; AID 588850;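 active = at least 50% inhibition at 5 µM, scaled per plate between neutral and stimulator controls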;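 note: PAF is a Pseudomonas aeruginosa culture filtrate used as stimulus; plate controls were PAF-stimulated DMSO wells for no effect and unstimulated DMSO wells for full effect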
# Active calls of the source: *; . = not tested or not shown.
# Below each compound: NCOA1 inh	C8 TRAIL sens	NR2F2 inh	TWEAK-Fn14 inh	LRH-1 inv ag	LMP1 NFkB inh	TROY NFkB inh	KKLEB cytotox	SRC3 inh	Shn3 inh set2	CF NFkB block
1. CC(C)N(Cc1ccccc1)C(=O)C1CCN(c2ncnc3c2nc2n3CCCCC2)CC1
→ 12	12	5	-3	-28	0	13	-5	17	15	2
2. Cc1ccc(-c2ccc(NC(=O)C3C4C=CC(C4)C3C(=O)O)cc2)o1 (stereo not drawn)
→ -56	3	-34	3	-80	-32	1	-8	-56	-36	-4
3. O=C(N/N=C/c1ccccn1)c1cccc(S(=O)(=O)Nc2ccccc2Cl)c1
→ 5	7	15	1	1	-2	23	-2	13	-5	1
4. CCOc1ccc(S(=O)(=O)N(CC(=O)N/N=C/c2cccs2)c2ccc(C)cc2)cc1
→ 11	-3	6	20	6	-1	-35	-14	-8	1	0
5. CCN(CC)C(=O)CSc1nc(C)cc(C)c1C#N
→ 5	0	9	-4	-7	-8	-27	3	21	13	10
6. CCc1cc2c(N3CCCCC3)ncnc2s1
→ 0	-7	21	16	-2	-2	0	-20	5	26	19
7. Cc1ccccc1OCC(=O)OCC(=O)NCCNC(=O)COC(=O)COc1ccccc1C
→ 13	6	6	12	-10	10	7	-10	-5	-4	14
8. CCc1cccc(NC(=O)CCC(=O)O)c1
→ -10	-15	2	-19	-7	-4	-5	5	9	-2	0
9. COc1ccc(C(=O)N2CCN=C2c2ccccc2)cc1OC
→ -11	1	-2	-4	9	-3	1	6	17	6	12
10. Cc1ccc(F)cc1NC(=O)CSc1ncccn1
→ -8	-4	5	-10	-1	-8	-34	6	22	16	12
11. CC1=NN(c2ccccc2)C(=O)/C1=C\N1CC(C)OC(C)C1 (stereo not drawn)
→ -14	1	1	-8	-6	-3	-23	-4	-8	-11	11
12. Cc1nn(CCCC(=O)NCCc2ccccc2)c(=O)c2nn(-c3ccccc3)c(C)c12
→ 14	-3	-7	-5	-9	-3	-14	-4	3	8	-10
13. O=C1OCCN1c1c(-c2ccccc2)c(N2CCOCC2)nc2ccccc12
→ 9	-3	6	8	22	-2	-6	-12	1	0	-12
14. Cc1cc(C)n(-c2ccc(C(=O)Nc3ccc4c(c3)OCCO4)cc2)n1
→ -42	20	4	19	-50	13	-24	-5	-48	-18	13
15. COc1ccc(CCNC(=O)CNS(=O)(=O)c2ccc(Br)cc2)cc1
→ 1	0	9	16	2	4	-2	-10	9	-13	2
16. O=C(COc1ccccc1Cl)Nc1nnc(S(=O)(=O)N2CCCC2)s1
→ 2	-8	4	-17	-15	1	-14	-11	-11	6	-6
17. Cc1[nH]oc(=O)c1N=Nc1ccccc1
→ -30	-9	11	30	8	11	0	8	11	-2	-13
18. CCCCNC(=O)C[C@@H]1C[C@@]2(C(=O)OCC)CCC=C2N(Cc2ccc3c(c2)OCO3)C1=O
→ .	-1	7	-8	-57	.	10	.	.	.	.
19. COC(=O)C1CCN(C(=O)COc2ccc(Cl)cc2)CC1
→ -10	-13	17	-4	7	-10	-14	0	8	-11	11
20. O=C(N1CCCCCC1)N1CCN(C(=O)N2CCOCC2)CC1
→ 0	-10	5	7	5	-2	15	2	0	-2	0
21. COc1cccc(/C=C/C(=O)N2CCN(S(=O)(=O)c3ccccc3)CC2)c1OC
→ 1	1	10	73*	-2	-8	-18	-3	3	5	7
22. CC1CN(C(=O)C(C)N2CCN(c3ccccc3Cl)CC2)CC(C)O1 (stereo not drawn)
→ -13	-7	5	-8	4	10	-2	-3	18	-6	-18
23. O=c1[nH][nH]c(-c2ccccc2)c1C=Nc1ccccc1Cl
→ 4	-17	15	-2	-19	5	13	4	-22	-14	-2
24. CN1CCN(C2CN(C3CCCC3)S(=O)(=O)C2)CC1 (stereo not drawn)
→ -31	1	-3	21	-14	.	14	9	23	-34	-16
25. COC1CCCN(Cc2c(C(=O)N3CCN(C4CCCCC4)CC3)nc3ccccn23)C1 (stereo not drawn)
→ 2	3	-3	-1	4	-18	-7	-9	8	1	-10
26. CCCCCC(=O)Nc1ccc(N2CCN(CC)CC2)c(Cl)c1
→ -61	14	-25	-13	-56	-22	-19	1	-33	-49	2
27. O=C(NC1CCCCC1)C(c1ccncc1)N(C(=O)c1csnn1)c1ccccc1F (stereo not drawn)
→ -7	-4	3	3	14	-8	-20	-8	5	-9	13
28. OCC1(Cc2ccc(Cl)cc2)CCN(Cc2ccc(F)c(F)c2)CC1
→ -20	4	6	12	14	-2	6	-29	8	13	16
29. CC(=O)c1ccc(N2CCN(C(=O)Cc3n[nH]c(=O)c4ccccc34)CC2)cc1
→ 6	9	5	12	-3	2	5	7	21	12	4
30. Cc1ccc(-c2nnc(-c3ccc(NC(=O)c4ccco4)cc3)o2)cc1
→ -22	4	-5	-13	-6	1	.	-13	-6	1	-5

# More entries
# Below each compound: NCOA1 inh	C8 TRAIL sens	NR2F2 inh	TWEAK-Fn14 inh	LRH-1 inv ag	LMP1 NFkB inh	TROY NFkB inh	KKLEB cytotox	SRC3 inh	Shn3 inh set2	CF NFkB block
31. COc1ccccc1/C=C\C=N\n1c(-c2ccc(Cl)cc2Cl)n[nH]c1=S
→ 16	-2	-3	10	12	6	-2	6	22	3	-2
32. Cc1ccc2c(c1)N(CC(=O)N1CCN(C3CCCCC3)CC1)C(=O)CO2
→ -14	0	-11	10	-7	0	-11	4	-5	-8	5
33. Cc1nn(-c2ccccc2)c(Cl)c1C(=O)N1CCN(c2ncnc3c2cnn3-c2ccccc2)CC1
→ 44	73*	5	106*	-14	53*	85*	-17	56	70	63*
34. O=Cc1ccc(OCc2cccc(C(F)(F)F)c2)cc1O
→ -11	0	11	15	3	20	30	8	4	4	18
35. N#Cc1ccc(NCCc2ccccn2)c([N+](=O)[O-])c1
→ 8	5	18	-6	12	6	-5	-4	14	5	0
36. COc1ccc(Nc2nc(Cl)nc(NCc3ccco3)n2)c(OC)c1
→ -6	8	3	10	-5	-3	-4	7	8	7	-22
37. COc1ccc(CCn2c(Br)nc3c2c(=O)[nH]c(=O)n3C)cc1
→ 11	19	-2	-1	-10	15	15	-14	-22	-19	8
38. CCOc1ccc(NC(=O)c2cc3ccccc3cc2O)cc1
→ -73	28	-27	-47	-46	-31	-53	-20	-65	-48	-5
39. CC(=O)Nc1ccc(S(=O)(=O)Nc2nnc(CC(C)(C)C)s2)cc1
→ 19	-2	-5	-10	-5	2	-5	7	11	-9	-7
40. Nc1ccc2[nH]ncc2c1
→ 4	-12	10	9	17	2	8	26	24	1	7
41. CN1Cc2cc(C(=O)c3ccccc3O)cnc2NC1=O
→ 19	-10	20	-7	-9	-2	-7	-6	-1	4	13
42. N#Cc1c(Nc2ccccc2)c(/C=N/NCCO)c[nH]c1=O
→ 1	-8	12	1	7	-3	3	11	7	-14	0
43. CC(c1ccccc1)N1C(=O)/C(=C/c2ccncc2)SC1=S (stereo not drawn)
→ -12	21	14	23	7	2	1	-2	16	-1	4
44. O=C1N(c2ccccc2)c2ccccc2C1(O)C(F)(F)F (stereo not drawn)
→ -6	-2	4	16	12	-4	10	7	-2	-2	1
45. CC(C)CCN1CCN(C/C=C/c2ccco2)CC1CCO (stereo not drawn)
→ -8	-22	16	17	-6	-12	2	-2	1	-9	-2
46. CCC(C)(C)NC(=O)C(c1cccn1C)N(C(=O)Cn1nnc2ccccc21)c1ccc(OC)cc1 (stereo not drawn)
→ -14	5	-1	-4	-3	-1	-21	11	3	-20	-2
47. COc1cc(CNC(=O)CCn2nc(C)c3c(C)n(-c4ccccc4)nc3c2=O)cc(OC)c1OC
→ 2	-15	-9	-12	14	2	-8	9	5	0	-21
48. Cc1ccc(SCCOCCN2CCc3ccccc3C2)cc1
→ 7	7	-7	-27	13	-24	7	8	3	-1	-11
49. COc1ccc(/C=C/C=N/NC(=O)COc2ccc(OC)cc2)cc1
→ -12	13	-23	-3	-4	-23	-25	8	0	-28	-33
50. CC1N(C)c2cc(NC(=O)c3cccs3)c(P(=O)(Nc3ccc([N+](=O)[O-])cc3)N3CCOCC3)cc2C1(C)C (stereo not drawn)
→ 8	-5	3	20	-44	-16	1	-10	-1	10	7
51. Cc1ccc(CONC(=O)c2cccc([N+](=O)[O-])c2)cc1
→ -38	-19	-10	-13	-8	6	-25	6	-20	-31	-36
52. COc1ccc(-c2cc(C(=O)N3CCN(c4ccccc4)CC3)no2)cc1OC
→ -9	-11	10	-4	13	-4	-4	-9	-20	11	0
53. S=c1[nH]c2ccc(Cl)cc2s1
→ -32	-12	2	-9	0	-5	3	-20	-13	20	9
54. Cc1ccc(-c2nnn(CC(=O)N(c3ccccc3)C(C(=O)NC(C)(C)C)c3cccs3)n2)o1 (stereo not drawn)
→ -24	3	8	2	8	-11	17	6	-10	1	8
55. O=C(CNc1ccccc1)NN=C1CCCC1
→ 0	-1	4	-9	10	-2	13	-7	-11	-4	-10
56. Cc1ccc(C(=O)O/N=C(\N)c2ccc(Br)cc2)cc1C
→ -29	86*	-9	-5	-19	-45	19	6	-32	-52	-9
57. CCc1ccc(-c2cn3c(n2)SCC3)cc1
→ -116	29	-67	-11	-134	-32	-17	3	-119	-79	-8
58. COc1ccc(/C(O)=C2/C(=O)C(=O)N(Cc3ccco3)C2c2cccs2)cc1 (stereo not drawn)
→ -6	-20	-46	-10	-16	-1	-37	1	-16	-56	2
59. Cc1ccc(-n2c(=S)[nH]c3sc4c(c3c2=O)CCc2ccccc2-4)cc1
→ -28	-2	6	4	4	-8	15	-13	13	-12	15
60. Cc1ccc(S(=O)(=O)N2CCN(S(=O)(=O)N3CCCCCC3)CC2)cc1
→ 11	4	1	2	3	2	-11	1	-15	-9	29

# (continued)
# Below each compound: NCOA1 inh	C8 TRAIL sens	NR2F2 inh	TWEAK-Fn14 inh	LRH-1 inv ag	LMP1 NFkB inh	TROY NFkB inh	KKLEB cytotox	SRC3 inh	Shn3 inh set2	CF NFkB block
61. Cc1ccc(Cn2c(NC(=O)c3ccco3)nc3ccccc32)cc1
→ -15	21	19	-106	-1	11	18	-24	-14	21	13
62. CCCOc1cc(N)ccc1C(=O)OCCN(CC)CC
→ 1	1	0	12	21	-3	3	1	-18	-2	8
63. O=C(Nc1ccc(S(=O)(=O)N2CCCC2)cc1)c1ccc(Br)o1
→ -6	-3	2	11	8	-1	6	14	0	-15	7
64. C[C@H](CO)N1C[C@H](C)[C@@H](CN(C)S(=O)(=O)c2cccs2)Oc2c(NS(=O)(=O)c3ccccc3)cccc2C1=O
→ -10	-11	-3	2	3	0	0	4	-17	1	-1
65. COc1cc(C(=O)NCC(c2cccs2)N2CCOCC2)ccc1OCc1ccc(Cl)cc1 (stereo not drawn)
→ -5	-1	31	21	-1	-2	-2	-9	13	23	1
66. COc1cc(NC(=S)NCCCN2CCOCC2)c(OC)cc1Cl
→ 13	-2	-5	23	-16	-5	0	1	13	3	4
67. Cc1ccc(C2C3=C(CCCC3=O)Nc3[nH]c(=S)[nH]c(=O)c32)cc1 (stereo not drawn)
→ -1	-5	-12	9	4	-5	8	-3	-1	20	17
68. COc1ccc(CCNS(=O)(=O)CCNC(=O)c2ccc3c(c2)OCO3)cc1OC
→ -8	5	10	-7	-1	-1	6	7	4	4	2
69. O=C1C(C=NCc2ccco2)=C(O)c2ccccc21
→ -114	-5	-20	38	-90	-22	59*	-3	-127	-35	-2
70. CN(Cc1ccccc1)C(=O)CNC(=O)Cn1cnc2ccccc2c1=O
→ 2	1	5	-3	-7	-2	-8	6	3	11	-6

# These rows are one share of the data; the hit share may differ from the screen's.
